DRD3 agonist – agonists of human D3 dopamine receptor; hit rate 0.58% among 410,000; P35462; D3R DiscoveRx beta-arrestin cells, luminescence, 90 min; AID 652048; max activation, %; in the data active means max activation above about 30%; further: 0% is about no effect; mostly tested at two doses, the higher about 12 µM
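Agonist-mode cell screen: cells plated at 1500/well and incubated overnight at 37 °C, then exposed to library compounds for 90 min at 37 °C. Detection reagent was added for 30–60 min at room temperature, and luminescence was read.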
Abeta yeast res – compounds reversing amyloid beta toxicity in yeast | yeast expressing A-beta42, growth rescue, OD600, 48 h; response scale: 0% DMSO, 100% iron-clioquinol control | Potency, µM (titrated, usually from 46.1 µM), without a hit: at the top dose growth rescue, most hits filed as activators | hit rate 0.063% among 410,000 | AID 1347071; further: potency means the concentration at half of the fitted maximal effect; nearly all actives have a fitted effect of over 55% in size
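Growth rescue measured by 600 nm absorbance after 48 h yeast culture at 30 C with compound. Values normalized between DMSO and an equimolar ferric chloride plus clioquinol control.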
DRD3 antagonist – blocks the human D3 dopamine receptor; P35462; D3R cells, DiscoveRx beta-arrestin luminescence, antagonist mode; hits give low values; max response, negative = inhibition, %; hit rate 2.5% among 360,000; AID 652054; in the data active means max response below about -50%; inconclusive means no clear call, values can overlap the other calls; further: on the % scale 0 is the no-effect control and ±100 the full control effect; mostly tested at two doses, the higher about 12 µM
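Cells expressing the human receptor were seeded at 1500 cells/well, incubated overnight at 37 degrees C in 5% CO2, then exposed to library compounds with dopamine controls for 90 minutes at 37 degrees C before luminescent detection.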
EPAC2 ag – EPAC2 (human) agonism; EPAC2 activation, biochemical qHTS; response scale: 100% = 6.5 mM cAMP response; hit rate 0.079% among 360,000; Potency, µM (doses to about 154 µM), without a hit: top-dose activation, actives largely listed as activators; Q8WZA2; AID 720711; further: potency means the concentration at half of the fitted maximal effect; nearly all actives have a fitted effect of over 50% in size
Target sequence (Q8WZA2 whole entry, looked up): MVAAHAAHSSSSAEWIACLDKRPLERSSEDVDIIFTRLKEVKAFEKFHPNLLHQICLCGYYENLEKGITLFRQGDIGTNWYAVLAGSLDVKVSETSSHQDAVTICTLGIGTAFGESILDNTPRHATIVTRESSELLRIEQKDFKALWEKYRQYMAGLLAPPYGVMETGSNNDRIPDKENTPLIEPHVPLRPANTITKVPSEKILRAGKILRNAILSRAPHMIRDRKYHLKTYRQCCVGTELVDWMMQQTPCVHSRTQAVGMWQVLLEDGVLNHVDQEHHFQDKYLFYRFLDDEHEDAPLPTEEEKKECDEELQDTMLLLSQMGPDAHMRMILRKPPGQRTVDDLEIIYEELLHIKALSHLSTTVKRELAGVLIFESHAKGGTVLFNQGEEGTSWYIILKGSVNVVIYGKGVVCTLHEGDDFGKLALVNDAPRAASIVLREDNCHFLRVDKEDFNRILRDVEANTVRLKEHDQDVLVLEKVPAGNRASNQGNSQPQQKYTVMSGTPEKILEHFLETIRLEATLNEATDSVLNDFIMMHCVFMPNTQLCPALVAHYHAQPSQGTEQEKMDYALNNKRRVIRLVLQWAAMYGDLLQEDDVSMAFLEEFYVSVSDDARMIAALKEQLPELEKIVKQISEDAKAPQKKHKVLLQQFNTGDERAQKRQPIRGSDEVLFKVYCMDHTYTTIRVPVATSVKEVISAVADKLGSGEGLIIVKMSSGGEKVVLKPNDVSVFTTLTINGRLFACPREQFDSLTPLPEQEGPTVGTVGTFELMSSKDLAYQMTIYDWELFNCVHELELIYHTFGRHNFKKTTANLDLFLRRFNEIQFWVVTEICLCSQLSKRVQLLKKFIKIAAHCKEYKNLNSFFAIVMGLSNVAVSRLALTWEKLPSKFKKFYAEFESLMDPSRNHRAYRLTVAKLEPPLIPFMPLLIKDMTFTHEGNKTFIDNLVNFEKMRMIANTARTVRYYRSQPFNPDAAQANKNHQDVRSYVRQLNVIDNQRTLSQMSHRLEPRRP
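Compounds were titrated in qHTS against a Rap1B-BODIPY-GDP (250 nM) complex with EPAC2 (100 nM) and GDP (50 uM). BODIPY-GDP release tracked at 480/540 nm over 30 min at room temperature, normalized to 6.5 mM cAMP.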
FUS suppressor – FUS proteinopathy suppression in yeast | Potency, µM (series often up to 76.6 µM), without a hit: top-dose growth rescue (activation), hits mostly activators | hit rate 0.24% among 390,000 | S. cerevisiae FUS-expressing, growth rescue, OD600, 24 h;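 further: potency means the concentration at half of the fitted maximal effect; plate controls were DMSO vehicle for no effect and reference control for full effect; nearly all actives have a fitted effect of over 55% in size; some results filed as inactive show a strong effect at the top dose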
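Steps: raffinose overnight preculture; dilution to OD 0.005 in 2% galactose minimal medium; compound addition (concentration series); 24hr at 30C, 99% humidity; absorbance read at 600 nm.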
EPAC2 antag – blocks human EPAC2 exchange factor; Q8WZA2; EPAC2 GEF exchange of Rap1B-BODIPY-GDP, fluorescence; Potency, µM (top dose mostly 114 µM), without a hit: at the highest dose activity, negative = inhibition, hits mostly inhibitors; hit rate 0.18% among 360,000; AID 720708; further: potency means the concentration at half of the fitted maximal effect; on the % scale 0 is the no-effect control and ±100 the full control effect; nearly all actives have a fitted effect of over 45% in size; many of its hits are not listed in these tables
TDP43 rescue – rescues yeast growth from TDP-43 toxicity; TDP-43 expressing yeast growth rescue, BacTiter-Glo, 24 h; Potency, µM (titrated, usually from 46.1 µM), inactives show at the highest dose growth rescue (activation), usual class: activators; hit rate 1.8% among 410,000; AID 652104; further: potency means the concentration at half of the fitted maximal effect; % of control where 0% means no effect; nearly all actives have a fitted effect of over 50% in size
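Cell-based yeast growth screen: TDP-43 expression induced in galactose, inoculum OD600=0.02 after raffinose pregrowth to mid-log. Read-out BacTiter-Glo luminescence at 24 hr, 30 deg C; inhibition of toxicity seen as signal increase.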
aSyn rescue – rescues yeast growth from alpha-synuclein toxicity; Yeast expressing alpha-synuclein, growth rescue, BacTiter-Glo, 24 h; Potency, µM (series often up to 46.1 µM), for the others: at the top dose growth rescue (activation), actives largely listed as activators; hit rate 0.14% among 370,000; AID 652106; further: potency means the concentration at half of the fitted maximal effect; % of control where 0% means no effect; nearly all actives have a fitted effect of over 65% in size
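Screening used galactose-induced yeast with toxic alpha-synuclein levels, exposed to compound for 24 hr at 30 deg C. Cell growth, read with BacTiter-Glo luminescence, gave the measured signal.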
Active calls of the source: *; ? = inconclusive; / = not tested or not shown; [ ] = dose if it differs, or a comment. Unless noted, the call rests on the fitted dose curve; in most records, active means well fitted curve in the direction sought with a large enough effect; inconclusive means small, poorly fitted or top-dose-only effect, or another doubt; inactive means no such curve, though single readings can be large; an effect the other way counts as inactive or inconclusive.

Fields: DRD3 antagonist, TDP43 rescue, Abeta yeast res, EPAC2 ag, FUS suppressor, DRD3 agonist, EPAC2 antag, aSyn rescue
COc1cc(CN(C(=O)c2ccccc2[N+](=O)[O-])c2ccccn2)cc(OC)c1OC
 : /, 13.0%, -10.6%, /, 9.4%, 7.3, /, /
Cc1ccc(C(=O)N2CCN(Cc3ccc4c(c3)OCO4)CC2)o1
 : -61.9*, 7.3%, 16.7%, 8.8%, 8.4%, 1.5, -18.3%, -4.1%
Cc1ccc(CNc2ccc(S(=O)(=O)N3CCOCC3)cc2[N+](=O)[O-])cc1
 : -6.2, 2.2%, 25.1%, 2.9%, /, -3.9, -6.8%, 8.3%
CN(C)CCNc1nc2c(c(=O)[nH]c(=O)n2C)n1CC(O)COc1ccc(Cl)cc1Cl (stereo not given)
 : -8.0, -0.6%, -2.5%, -3.4%, -22.3%, -5.5, -2.3%, -13.3%
N#CCCn1cc(C(CC(=O)c2ccc(Br)cc2)C(=O)O)c2ccccc21 (stereo not given)
 : -14.1, 10.4%, 2.0%, 0.6%, ?, 3.2, 9.4%, 10.9%
O=C(O)c1cc(-c2cccs2)[nH]n1
 : ?, 0.0%, -8.3%, 1.5%, 17.3%, 14.0, 18.8%, -4.7%
Cc1cccc2cc(CN(Cc3ccc(F)cc3)C(=O)N3CCOCC3)c3nnnn3c12
 : 18.1, -4.0%, -6.4%, -3.1%, -8.9%, 2.5, 16.4%, -0.1%
COc1cccc(CNC(=O)Cc2nc3nc(C)cc(C)n3n2)c1
 : 19.4, 12.7%, -6.6%, 0.0%, 10.3%, 5.0, 11.0%, 5.5%
Cc1ccc(CN2CCNC2=O)cc1
 : -28.2, -16.1%, -4.5%, 9.4%, 6.6%, -17.9, 1.4%, -2.5%
O=C(C1CCCN(S(=O)(=O)c2ccc(F)cc2)C1)N1CCOCC1 (stereo not given)
 : 12.4, -19.5%, 7.5%, 7.2%, -5.0%, 7.7, 0.9%, -7.3%
COc1ccc(C(=O)c2oc3ccccc3c2N)cc1
 : -9.2, ?, -8.1%, 2.4%, -13.5%, 0.3, -4.9%, 2.7%
COc1ccc2nc(N3CCCC(C(=O)NCCCN4C(C)CCCC4C)C3)sc2c1 (stereo not given)
 : -10.9, -8.1%, -12.5%, 10.5%, 14.7%, 10.8, 0.1%, -2.3%
CCS(=O)(=O)c1ncc(CO)n1CCc1ccccc1
 : 5.5, -19.3%, 4.5%, -1.0%, 3.2%, 2.3, -5.7%, -0.5%
Cc1ccc(N2CC(NS(=O)(=O)c3cccnc3)CC2=O)cc1C (stereo not given)
 : 9.0, -12.5%, -2.6%, -7.1%, 0.4%, 0.4, -29.2%, 0.6%
CC(C)c1ccc2c(c1)C(c1cccs1)=NNC(c1ccncc1)=N2
 : -18.5, 7.7%, 0.3%, 12.5%, 9.5%, -0.1, -14.1%, -11.2%
CSc1ncccc1C(=O)N1CCCC(Nc2ccc(F)c(F)c2)C1 (stereo not given)
 : 1.5, 7.8%, 0.8%, 3.0%, 19.1%, -2.1, -4.1%, 5.8%
O=C(Nc1cccc(NC(=S)NC(=O)c2cccs2)c1)c1ccccc1
 : 6.1, 6.4%, -8.2%, 7.5%, /, 0.7, 1.6%, -0.6%
CCCCOC(=O)CCc1n[nH]c(=O)[nH]c1=O
 : ?, 24.3%, 5.4%, -9.5%, -5.2%, 0.4, -3.8%, 7.4%
CCN(CC)S(=O)(=O)c1cc(-c2nn(C)c(=O)c3ccccc23)ccc1C
 : -21.7, 6.8%, -29.8%, 9.0%, 38.7%, -2.8, -2.1%, -2.1%
Cc1ccc2c(c1)C(=O)C(=O)N2c1ccc(C(F)(F)F)cc1
 : -14.6, 13.5%, -10.9%, -6.2%, -14.3%, -18.8, -15.3%, -2.3%
CCCN(C(=O)c1cc(S(=O)(=O)N2CCCCC2)ccc1Cl)C1CCS(=O)(=O)C1 (stereo not given)
 : 0.0, 0.7%, 7.1%, 6.6%, 11.8%, 1.5, 1.1%, 0.2%
C/C=C/COC(=O)c1[nH]c2c(c1C)C(=O)CC(c1ccc(N(C)C)cc1)C2 (stereo not given)
 : -12.4, ?, -8.8%, 9.2%, 36.7%, 1.4, 1.9%, 17.5%
S=c1[nH]nc(-c2ccc3c(c2)OCO3)n1-c1ccccc1
 : -11.6, -3.4%, 3.9%, 4.0%, /, -6.0, 11.2%, -1.7%
CS(=O)(=O)c1ncc(Cl)c(C(=O)Nc2ccc(OC(F)F)cc2)n1
 : -151.6*, /, -0.6%, 3.3%, 10.8%, -19.0, -19.6%, 13.0%
COc1ccc(OC)c(S(=O)(=O)Nc2ccccc2O)c1
 : -15.8, -5.0%, 16.8%, 12.3%, 4.0%, -5.0, -2.8%, 0.0%
CC(=O)CSc1nnc(-c2ccc(S(=O)(=O)N3CCCC3)cc2)n1C
 : 12.5, -8.9%, -1.3%, -3.8%, 1.0%, 18.0, -1.6%, -0.7%
COCCCNc1nc2ccccc2nc1NS(=O)(=O)c1ccc(C)cc1C
 : -13.5, 25.6%, 4.8%, 10.7%, 31.3%, 2.7, 0.0%, 14.2%
CC1CN(C)C(C)CC1OC(=O)C(c1ccccc1)c1ccccc1 (stereo not given)
 : -5.3, 2.4%, -0.1%, 4.6%, -19.8%, -15.7, 6.1%, -3.3%
Cc1ccc(C)c(Cn2c(=O)c3c(nc4n3CCN4c3ccc(F)cc3)n(C)c2=O)c1
 : /, -0.2%, -18.4%, /, -16.6%, -4.7, /, /
O=C(Nc1ccc2c(c1)OCCO2)c1cccnc1Oc1ccc(Cl)cc1
 : 16.7, ?, -6.8%, 9.2%, 46.9%, -9.0, -7.3%, 1.7%
Cc1ccnc(N2CCCC(C(=O)Nc3ccc(C)c(C)c3)C2)n1 (stereo not given)
 : -0.3, 1.9%, -8.1%, 3.3%, -0.1%, 1.4, 1.8%, 0.4%
CC(C)CCNC(=O)C1(C)CCN1Cc1ccc(-c2ccccn2)cc1 (stereo not given)
 : -21.7, -19.2%, -7.9%, 6.2%, -11.9%, -6.6, 3.4%, -7.5%
Cc1cc(Cl)ccc1NC(=O)/C=N/O
 : 10.5, 15.1%, 9.0%, 9.7%, 0.7%, 4.4, 2.0%, -6.2%
CN1CCN(NC(=O)c2ccc(Cl)s2)CC1
 : -0.8, -16.2%, -2.6%, 26.3%, 19.2%, -13.5, -0.4%, -2.0%
CCCn1cc(S(=O)(=O)c2ccc(C)cc2)c(=O)c2cc(OC)ccc21
 : 2.3, -6.4%, 15.2%, 3.6%, 11.9%, 2.8, -3.7%, 1.7%
COc1ccc(/C=N/NC(=O)Cc2csc(Nc3cccc(C(F)(F)F)c3)n2)cc1C
 : 15.4, 12.6%, 15.6%, -3.9%, 35.4%, 5.9, -6.5%, 6.5%
O=C(C1CCN(S(=O)(=O)c2cccnc2)CC1)N1CCN(C2CCCC2)CC1
 : -5.5, 26.2%, 1.6%, -1.4%, -4.6%, -3.5, -2.7%, -0.2%
O=C(O)CN1CCN(C(c2ccccc2)c2ccccc2)CC1
 : -1.4, -13.0%, 5.2%, -2.3%, 12.7%, -8.3, 8.2%, -1.9%
O=C(Nc1ccccc1)Nc1ccccc1
 : ?, 16.1%, -7.0%, -6.5%, 1.9%, -7.5, 12.7%, -5.1%
O=C(OCCN1CCOCC1)c1ccc(Cl)cc1Cl
 : -22.3, 28.1%, -3.1%, -1.2%, -20.0%, -2.2, 3.5%, 5.1%
CC(C)Nc1nc(-c2ccncc2)nc(-c2ccccc2)c1C#N
 : 3.2, 24.2%, -7.9%, 5.7%, -19.5%, 0.6, 3.7%, -2.3%
O=C(Cn1nc(-c2ccc3c(c2)OCCO3)ccc1=O)Nc1ccc(-n2cnnn2)cc1
 : 1.9, 6.5%, -1.1%, 3.6%, -23.5%, 2.2, 7.2%, -9.0%
COc1ccc(COC(=O)CCCN=C2NS(=O)(=O)c3ccccc32)cc1F
 : -13.9, 14.9%, -2.3%, 5.9%, -5.8%, 2.8, 8.3%, -0.1%
COc1cc(NS(=O)(=O)c2ccc(NC(=O)/C(=C\c3ccccc3OC)NC(=O)c3ccccc3)cc2)nc(OC)n1
 : 15.7, -12.3%, 2.2%, 3.0%, 16.7%, 5.4, 3.5%, 8.4%
CC1Cc2cc(/C(O)=C3\C(=O)C(=O)N(Cc4ccncc4)C3c3ccccc3F)ccc2O1 (stereo not given)
 : -2.9, -3.3%, 9.3%, 3.0%, 16.1%, 2.4, 21.2%, -6.3%
O=C(COC(=O)c1ccc(O)cc1O)Nc1cccc2ccccc12
 : 6.8, 8.6%, -1.2%, -2.4%, 18.6%, 4.7, 6.9%, 2.7%[1.84 µM]
Cn1cccc1Cc1nnc(SCC(=O)NCc2ccccc2)n1-c1ccc(F)cc1
 : 1.1, 5.3%, 6.8%, 2.6%, 32.0%, 3.7, -9.0%, -14.0%
Cc1cccc(C(=O)Nc2nnc(SCC(=O)NCc3ccco3)s2)c1
 : -3.8, -3.2%, 10.3%, -1.9%, 32.9%, 3.2, -0.5%, 2.0%
Cc1ccsc1/C=N\Nc1cn[nH]c(=O)c1Cl
 : -3.7, -12.6%, -30.5%[inhibitor], 3.8%, 2.4%, 0.0, -1.5%, -4.9%
CCC(=O)Nc1nn(CC(C)C)c2nc3ccc(C)cc3cc12
 : -3.4, 12.7%, -9.9%, 7.1%, -20.7%, -1.4, 0.5%, -7.6%
O=S(=O)(Nc1ccc(-n2cccc2)cc1)c1ccc(F)cc1
 : -18.5, ?, 13.2%, 14.1%, 1.1%, 0.8, -3.9%, 3.1%
Cc1nn(CC(=O)Nc2ccc(N3CCOCC3)cc2)c(C)c1Cl
 : 1.1, 22.4%, 9.9%, 3.2%, /, 11.4, -2.2%, -3.7%
CCn1c(C)nc2cc(C(=O)NNC(=S)Nc3ccc(C)cc3)ccc21
 : -17.2, 4.6%, 9.1%, 5.4%, 10.0%, 2.8, 3.7%, -1.5%
COCCn1c(SCC(=O)Nc2cccc(F)c2)nc2c(c1=O)SCC2
 : 12.1, 10.4%, 4.9%, 3.9%, 8.0%, 0.8, -1.6%, 0.5%
CC(C)C[C@H](NC(=O)[C@@H](Cc1ccccc1)n1c(=O)[nH]c2ccccc2c1=O)C(=O)N[C@@H](Cc1ccccc1)C(=O)O
 : -16.5, 4.3%, -10.4%, 9.6%, 24.2%, -8.2, -3.2%, 1.0%
COc1cccc(NC(=O)CN(C)C(=O)CN2C(=O)NC3(CCCC3)C2=O)c1
 : 11.5, 14.0%, 6.2%, 5.3%, 7.4%, 3.2, 3.8%, 4.7%

Compound activity from PubChem BioAssay.

This is a subset, so the mix of outcomes need not match the whole.
